Bioassay records deposited in PubChem BioAssay by Sanford-Burnham Center for Chemical Genomics.
mIAP inh: inhibitors of mouse IAP, primary screen, biochemical, luminescence, uHTS; intestinal alkaline phosphatase [Mus musculus]; 0.2% of 330,000 active; purified mouse IAP, CDP-Star luminescence, 30 min; inhibition, % at 10 µM;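 active = inhibition of at least 40% at 10 µM in the primary screen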;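 note: plate controls were DMSO with enzyme for no effect and no enzyme wells for full effect; values of inactives mirror those of a sister screen read the other way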
A3A deaminase: APOBEC3A ssDNA deaminase inhibitors, primary screen, selectivity assay for APOBEC3G inhibitor project, biochemical, FAM/TAMRA oligo cleavage fluorescence. DNA dC->dU-editing enzyme APOBEC-3A (Homo sapiens), P31941. recombinant A3A, FAM/TAMRA ssDNA deamination fluorescence. inhibition, % at 20 µM. 0.41% of 330,000 active;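 active = at least 40% inhibition at 20 µM here, with at most 30% in a related deaminase screen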;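 note: plate controls were A3A with DMSO for no effect and wells lacking A3A enzyme for full effect; some results filed as inactive read as strong as hits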
Target sequence (P31941 whole entry, looked up): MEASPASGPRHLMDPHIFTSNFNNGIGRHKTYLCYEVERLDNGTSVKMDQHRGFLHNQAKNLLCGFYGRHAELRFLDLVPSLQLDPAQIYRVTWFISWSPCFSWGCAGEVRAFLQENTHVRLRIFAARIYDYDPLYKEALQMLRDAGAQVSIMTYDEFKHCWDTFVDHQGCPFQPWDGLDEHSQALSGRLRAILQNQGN
APOBEC3G inh: APOBEC3G DNA deaminase inhibitors, primary screen, biochemical, fluorescence, single-stranded DNA substrate, uHTS; DNA dC->dU-editing enzyme APOBEC-3G (Homo sapiens), Q9HC16; recombinant A3G, ssDNA deamination FAM/TAMRA fluorescence; inhibition, % at 20 µM; 0.28% of 330,000 active; AID 493012, 2011;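 active = inhibition of at least 40% at 20 µM, with no more than 30% in the related APOBEC3A deaminase screen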;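 note: plate controls were DMSO wells with A3G for no effect and wells lacking A3G enzyme for full effect; some compounds called inactive have numbers as strong as hits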
Target sequence (Q9HC16 whole entry, looked up): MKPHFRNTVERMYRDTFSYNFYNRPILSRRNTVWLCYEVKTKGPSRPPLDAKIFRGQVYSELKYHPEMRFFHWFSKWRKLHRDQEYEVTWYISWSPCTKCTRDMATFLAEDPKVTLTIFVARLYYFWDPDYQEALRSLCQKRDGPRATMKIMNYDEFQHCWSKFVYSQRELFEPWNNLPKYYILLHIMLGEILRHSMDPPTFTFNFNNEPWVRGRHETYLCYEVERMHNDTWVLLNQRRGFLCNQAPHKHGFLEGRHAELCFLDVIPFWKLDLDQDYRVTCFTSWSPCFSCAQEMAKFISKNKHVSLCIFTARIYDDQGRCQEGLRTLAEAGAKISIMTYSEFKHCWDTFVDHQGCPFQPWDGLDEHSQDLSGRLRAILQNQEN
hIAP block: human IAP inhibitors, primary screen, biochemical, luminescence, uHTS; Intestinal-type alkaline phosphatase (Homo sapiens), P09923; purified IAP, CDP-Star luminescence, 30 min; inhibition, % at 10 µM; 0.12% of 330,000 active;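 active = inhibition reaching a set limit with compound at 10 µM in the primary screen, cut at about 35% in these data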;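 note: plate controls were DMSO wells with enzyme for no effect and no-enzyme buffer wells for full effect; values of inactives mirror those of a sister screen read the other way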
hIAP activ: human IAP activators, primary screen, biochemical, luminescence, uHTS; Intestinal-type alkaline phosphatase (Homo sapiens), P09923; purified human IAP, CDP-Star luminescence, 30 min; stronger effect = higher value; 1 = vehicle-only enzyme, 0 = enzyme-free background; activation factor at 10 µM; 0.16% of 330,000 active;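 active = activation factor of the enzyme at least 2-fold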; note: the source names both 10 and 20 µM as test concentration; values of inactives mirror those of a sister screen read the other way
NALP3 yeast inh: NALP3 inflammasome inhibitors in reconstituted yeast, primary screen, luminescence, uHTS. 0.39% of 330,000 active. Yeast reconstituted NLRP3/ASC/caspase-1, beta-gal luminescence, 24 h. AID 2825, 2010. inhibition, % at 10 µM;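 active = inhibition of 50% or more; inactive = inhibition below 50%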;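 note: plate controls were induced DMSO wells for no effect and uninduced yeast grown without galactose for full effect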
beta cell repl: inducers of MIN6 beta-cell proliferation, primary screen, ATP luminescence, uHTS | MIN6 cells proliferation, ATPlite luminescence, 48 h; cells starved in 0.2% serum; 100% = growth in 10% serum | proliferation, % at 10 µM | 0.29% of 330,000 active;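 active = compounds whose signal lies at least 3.5 SD above the mean of all wells on their plate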;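 note: 0% = DMSO-treated cells in low-serum medium and 100% = 10% serum control; some compounds called inactive have numbers as strong as hits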
mIAP activ: activators of mouse IAP, primary screen, biochemical, luminescence, uHTS. intestinal alkaline phosphatase [Mus musculus]. muIAP, CDP-Star luminescence, 30 min; stronger effect = higher value; 1 = vehicle-only enzyme signal, 0 = enzyme-free wells. activation factor at 10 µM. 0.24% of 330,000 active. AID 2805, 2010;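 active = activation factor of at least 2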; note: the source names both 10 and 20 µM as test concentration; values of inactives mirror those of a sister screen read the other way
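Assay system: mouse IAP enzyme / Compound: DMSO-dissolved test compounds / Timing: 30 min, room temperature / Measured by: luminescence from enzymatic CDP-Star hydrolysis / Control set: DMSO-only wells, enzyme-free buffer wells as negative control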
SENP1 inh: human SENP1 catalytic domain inhibitors, primary screen, biochemical, FRET, uHTS; Sentrin-specific protease 1 (Homo sapiens), Q9P0U3; recombinant SENP1 catalytic domain, CyPet-SUMO1-YPet FRET cleavage; inhibition, % at 10 µM; 0.21% of 360,000 active; AID 624204, 2012;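 active = inhibition at least 30% at 10 µM, raw YFP signal under a set limit, fluorescence ratio 0.5 to 1.5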;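 note: 0% = enzyme with DMSO and 100% = no enzyme wells; some results filed as inactive read as strong as hits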
Target sequence (Q9P0U3 419-644 limits assumed): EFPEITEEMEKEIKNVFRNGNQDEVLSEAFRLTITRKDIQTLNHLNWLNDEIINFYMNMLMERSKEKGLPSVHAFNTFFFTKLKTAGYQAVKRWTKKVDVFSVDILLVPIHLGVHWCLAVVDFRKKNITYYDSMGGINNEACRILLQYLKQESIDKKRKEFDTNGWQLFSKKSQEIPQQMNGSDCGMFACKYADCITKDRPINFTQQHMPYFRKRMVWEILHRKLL
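Test system: recombinant human SENP1 catalytic domain, His6-tagged / Medium: pH 8 Tris buffer with EDTA, NaCl, BME, BSA, NP40, catalase / Also added: SUMO1 FRET substrate flanked by Cypet and Ypet, 25 nM / Times: 50 min reaction at room temperature / Signal: FRET, CFP and YFP emission / Control set: no-enzyme low control and enzyme-plus-DMSO high control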
* hit, by the source's call; . = not tested or not shown. Only part of the results is shown; the hit share may differ from the screen's.

structure	APOBEC3G inh	hIAP activ	mIAP inh	SENP1 inh	mIAP activ	beta cell repl	A3A deaminase	NALP3 yeast inh	hIAP block
Cc1conc1NC(c1cccs1)c1ccc2cccnc2c1O (configuration not stated)	-5	1.1	1	.	0.99	-4	-1	11	-15
CCS(=O)(=O)N1CCC(C(=O)c2ccc(Cl)cc2)CC1	-4	1.1	0	1	1	0	-2	-2	-8
CSc1nsc(SCC(=O)Nc2ccccc2F)n1	0	1.2	3	1	0.97	0	3	-5	-18
CCOC(=O)c1c(NC(=O)C2COc3ccccc3O2)sc2c1CC(C)(C)NC2(C)C (configuration not stated)	9	0.93	0	1	1	-6	-2	32	8
CC(NC(=O)COC(=O)CSCc1ccccc1)c1ccccc1 (configuration not stated)	-6	0.86	-2	1	1	0	-1	6	14
O=C(Cc1ccccc1)NCCSCc1ccco1	-3	0.87	13	0	0.87	-2	0	12	13
CC1CCN(CCOc2cccc(Br)c2)CC1	-4	1	-1	3	1	0	-2	22	-3
COc1ccc(OCC(=O)NC2CC(C)(C)NC(C)(C)C2)cc1	-7	1	-6	3	1.1	-2	-5	14	-3
COc1ccc(CCn2c(=O)[nH]c3cc(C(=O)NCCN4CCOCC4)ccc3c2=O)cc1OC	-3	0.9	5	2	0.95	-2	0	2	10
COCCCn1c(SCC(=O)N2CCOCC2)nc2cc(Cl)ccc2c1=O	-15	1	-10	1	1.1	0	-1	12	-5
Cc1nn(CC(=O)O)c(C)c1N	-5	0.87	2	-1	0.98	-2	0	-10	13
CC(=O)N1c2ccc(S(=O)(=O)N3CCC(C(=O)Nc4ccc(F)cc4)CC3)cc2CC1C (configuration not stated)	-3	1.2	-11	2	1.1	0	-3	-14	-20
CC(C)(C)OC(=O)N1CCC(C(=O)N2CCCCCC2)CC1	-5	1	6	-2	0.94	-4	-3	11	-3
O=C(Nc1ccc(N2CCCCC2)c(C(=O)O)c1)c1ccco1	-1	1.1	-10	0	1.1	-4	0	10	-11
Cc1cccc(N2CCN(C(=O)NC3CCCCC3)CC2C)c1 (configuration not stated)	-2	1.1	-2	3	1	-2	-2	27	-7
Cn1ncc(Br)c1NC(=O)Nc1ccc(OC(F)(F)F)cc1	5	1.1	-54	1	1.5	-4	2	14	-8
CCc1n[nH]c(=S)n1/N=C/c1ccc(NC(C)=O)cc1	35	0.94	1	-1	0.99	0	0	8	6
CN(C)S(=O)(=O)c1cccc(NC(=O)COc2ccccc2C(=O)NCc2ccccc2)c1	-1	1.1	-26	-2	1.3	13*	6	9	-11
Nc1scc(-c2ccncc2)c1Cl	-8	0.87	1	1	0.99	-1	-1	17	13
COc1ccc(-n2cnc3cc(NS(=O)(=O)c4ccccc4)ccc32)cc1	-2	1	1	2	0.99	-1	0	15	-1
COc1ccc(C2CC(c3cccc(C)c3)n3ncnc3N2)cc1 (configuration not stated)	-5	1.2	-2	-11	1	-1	-2	-1	-20
CC1CCN(S(=O)(=O)N2CCC(C(=O)NC3CCCC3)CC2)CC1	1	1.1	-2	0	1	-1	0	19	-5
Cc1ccccc1CN(C)CCc1ccccn1	-5	1.1	6	2	0.94	-2	-1	0	-15
O=C(c1cc(=O)[nH]c2ccccc12)N1CCN(Cc2ccc3c(c2)OCO3)CC1	0	0.85	8	2	0.92	0	2	-10	15
Cc1ccc(S(=O)(=O)NC(=O)Nc2ccc(OC(F)F)cc2)cc1	-8	0.96	6	1	0.94	-1	-5	9	4
Brc1c(CSc2nc3ccccc3o2)nc2ncccn12	0	1.1	1	0	0.99	0	2	15	-12
CCCCOc1ccc(C(=O)N2CCCC2)cc1	-1	1.2	-13	0	1.1	-2	-1	36	-16
Cc1cccc(NC(=O)c2ccc(S(=O)(=O)N3CC(C)OC(C)C3)cc2)n1 (configuration not stated)	-7	1	-1	3	1	-3	3	8	-1
O=C(NC(=S)NC1CCCC1)c1ccccc1Br	3	0.98	5	-1	0.95	0	2	-38	2
CN(C)C(=O)c1c2c(nc3ccccc13)-c1ccccc1CC2	4	1.1	-8	-4	1.1	-4	4	4	-11
CCCN(CCC)c1nc(Cl)nc(NCCN2CCOCC2)n1	2	1.3	-7	2	1.1	-2	0	11	-27
C=CCn1c(COc2ccc(F)cc2)nnc1SCC(=O)NC1CCCC1	-8	1.2	5	2	0.95	-4	0	10	-16
O=[N+]([O-])c1ccc(/C=N/n2c(-c3cccnc3)n[nH]c2=S)cc1	63*	0.94	2	3	0.98	2	-6	24	6
O=C(CN1CCOCC1)Nc1ccccc1Cl	-7	0.74	3	2	0.97	0	-4	2	26
CCOc1ccc(NC(=O)COc2ccc(C(=O)NC3CCCc4ccccc43)cc2OC)cc1 (configuration not stated)	-2	1.1	-10	-11	1.1	-1	16	9	-14
O=C(COC(=O)c1ccccc1Nc1ccccc1F)c1ccccc1	-8	1.1	4	3	0.96	-3	-2	0	-8
CCOc1ccc(S(=O)(=O)N2CCN(S(=O)(=O)c3ccc(C)c(C)c3)CC2)cc1	-7	0.94	3	-1	0.97	0	-3	2	6
Cc1noc(C)c1C(=O)Nc1nc2ccc(Cl)cc2s1	-9	1	13	1	0.87	-4	-2	58*	-1
CCCCOC(=O)c1ccc(NC(=O)/C=C/c2cccs2)cc1	-10	1.1	14	-4	0.86	-2	-7	11	-11
Cc1cc(C)n2nc(SCC(=O)NC3CCCC(C)C3C)nc2n1 (configuration not stated)	-4	0.79	-3	3	1	-3	-6	0	21
COc1ccc(C(=O)C2CCCN(Cc3cnc(N4CCCC4)s3)C2)cc1OC (configuration not stated)	-6	1	4	0	0.96	-3	-2	15	-3
CC(=O)C1=C(O)C(=O)N(c2ccc(S(N)(=O)=O)cc2)C1c1ccccc1F (configuration not stated)	9	1.3	-6	-1	1.1	-4	-7	-1	-28
CC1(C)Cc2cccc(OCC(=O)N3CCN(c4ccc(F)cc4)CC3)c2O1	-9	1	3	-1	0.97	1	0	16	-2
Cc1cc(N2CCN(C)CC2)nc2ccc(NC(=O)CCC(=O)N3CCN(c4ccc([N+](=O)[O-])cc4)CC3)cc12	-4	0.75	12	-9	0.88	-3	4	-1	25
O=C(C[n+]1ccccc1)Nc1ccc(Oc2ccccc2)cc1	-6	0.9	13	0	0.87	0	0	30	10
Cc1oc(-c2ccccc2)nc1CS(=O)CC(=O)NC1CCCCCC1 (configuration not stated)	-5	1.4	-2	-1	1	0	-6	0	-44
Cc1cc(C(=O)NN=C(CCC(=O)O)c2cccs2)c(C)o1	-7	0.96	8	-9	0.93	3	-6	-2	4
CCN(CC(=O)Nc1ccc(C(=O)Nc2ccc(OC)cc2)cc1)Cc1nc2ccccc2c(=O)[nH]1	-8	1.6	-13	-4	1.1	-3	1	-3	-62
C/C(CCc1ccc2c(c1)OCO2)=N\NC(=O)c1ccccc1	3	0.97	-8	0	1.1	-3	3	6	3
Cc1cccc(NS(=O)(=O)c2cccc(C(=O)NCC(c3ccco3)N3CCCCC3)c2)c1 (configuration not stated)	-4	0.98	-1	-1	1	-2	0	-6	2
COc1cccc(CNC(=O)Cc2ccc(S(=O)(=O)N3CCOCC3)s2)c1	-10	0.99	6	-11	0.94	0	-2	12	1
CON(C)C(=O)CCN(Cc1ccccc1)C(=O)OC(C)(C)C	-4	0.98	-9	1	1.1	0	-3	-4	2
Cc1c(C(=O)Nc2ccncc2)oc2c1C(=O)CC(C)(C)C2	-1	0.95	6	0	0.94	0	4	14	5
CN(C)CC(CCCCC(CN(C)C)C(=O)c1ccccc1)C(=O)c1ccccc1 (configuration not stated)	10	0.99	2	0	0.98	-8	1	35	1
Cc1ccccc1C(=O)NC(CC(C)C)C(=O)OCc1cc(=O)n2cc(Br)ccc2n1 (configuration not stated)	1	0.77	10	3	0.9	0	2	29	23
Cc1ccc(S(=O)(=O)NC2=NCN(Cc3cccnc3)CN2)cc1	-7	0.96	-6	5	1.1	0	-1	13	4
Cc1ccccc1Cn1cnc2c(oc3ccccc32)c1=O	-12	1	8	0	0.92	0	-3	14	0
CC(=O)Nc1ccc(NC(=O)Cc2ccc(-c3ccccc3)cc2)cc1	-5	1.2	-6	-1	1.1	-3	-3	25	-22
Cc1ccc(C(=O)OC/C(O)=C(\C#N)c2nc3ccccc3[nH]2)cc1S(=O)(=O)N1CCOCC1	-5	1.2	5	-55	0.95	-2	2	5	-19
